CaV13 ICDI inh = Disruptors of the CACNA1D IQ motif to Ca2+-dependent inactivation inhibitor domain association, primary screening, Förster resonance energy transfer in intact living …; HEK cells, CFP/YFP FRET ICDI-IQ, plate reader, 10 min; percent FRET-ratio fall versus neutral wells; inhibition, % at 12.3 µM; 0.098% of 340,000 active; AID 743397;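 active means mean replicate inhibition of at least 30% and at least 1% of replicates passing that level; inconclusive means only one of the two criteria is met; inactive means neither criterion is met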;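 further: 0% = median of the neutral control wells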
Exocytosis inh = lytic granule exocytosis inhibition | TALL-104 LAMP-1 surface exposure, flow cytometry; cells stimulated with thapsigargin and PMA | inhibition, % at 10 µM | 0.66% of 360,000 active;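 active means inhibition above about 55%, limit read from the data; inconclusive means no clear call, values can overlap the other calls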
HIF-2a inh = HIF-2a inhibition | 786-0 RCC cells HIF-2a reporter, luciferase luminescence, overnight | inhibition, % at 18.8 µM | 0.72% of 360,000 active;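 active means inhibition of the luminescence signal of 40% or more relative to plate controls, in a single-dose primary screen at 18.75 µM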
Peg3 prom inh = inhibitors of Peg3 promoter. HeLa PEG-Prom luciferase reporter, luminescence, overnight. inhibition, % at 20 µM. 1.7% of 360,000 active. AID 588405;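 active means inhibition of at least 50% at 20 µM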
Vif imaging = HIV Vif inhibition | HEK293T cells, Vif self-association by quenched fluorescence, imaging, 24 h | inhibition, % at 7.49 µM | 0.35% of 340,000 active | AID 602346; in the data active means inhibition above about 50%, passing the limit was not always enough; inconclusive means no clear call, values can overlap the other calls; inactive means below about 31%; further: some results filed as inactive read as strong as hits
NR2E3 ag-1 = activates human photoreceptor nuclear receptor NR2E3; Q9Y5X4; GST-NR2E3/biotin-RetCOR TR-FRET, 1536-well; inhibition of corepressor binding, % at 4.78 µM; 0.12% of 320,000 active; AID 2300;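 active means percent inhibition above the cutoff of mean plus 3 SD of all tested compounds, set per screening campaign, cut at about 20% in these data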;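 further: 0% = DMSO wells and 100% = biotin wells as full block of FRET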
Target sequence (Q9Y5X4 whole entry, looked up): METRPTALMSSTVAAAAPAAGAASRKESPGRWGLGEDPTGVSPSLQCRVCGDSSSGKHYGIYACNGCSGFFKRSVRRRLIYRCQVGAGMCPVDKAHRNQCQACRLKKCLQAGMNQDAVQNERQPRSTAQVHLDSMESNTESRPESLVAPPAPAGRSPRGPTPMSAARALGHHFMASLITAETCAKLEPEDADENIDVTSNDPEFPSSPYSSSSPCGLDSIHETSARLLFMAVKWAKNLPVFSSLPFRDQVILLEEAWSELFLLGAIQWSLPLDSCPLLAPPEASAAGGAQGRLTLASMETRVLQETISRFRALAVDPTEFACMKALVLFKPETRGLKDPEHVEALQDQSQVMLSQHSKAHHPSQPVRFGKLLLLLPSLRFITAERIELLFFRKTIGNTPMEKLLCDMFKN
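System: GST-NR2E3 and biotin-RetCOR proteins; probe or stimulus: 7 nM biotin-RetCOR; doses: compound at 4.8 µM, single dose; schedule: Compound–protein incubation for 5 h at 4 °C; detection: time-resolved FRET; read-out: percent inhibition; controls: biotin wells as high control, 0.6% DMSO wells as low control; format: 1536-well plates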
aDG glyco up = increases alpha dystroglycan glycosylation; activation, % at 10 µM; Pro5-aDG cells, alpha-DG glycosylation AlphaScreen (IIH6); 0% Pro5, 100% B10-LARGE cell signal; 0.22% of 360,000 active;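 active means activation of at least 8% versus controls, or a plate z-score of at least 8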;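 further: Pro5 are CHO cells carrying HIG-tagged alpha-DG that lacks glycosylation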
PDI inh = blocks human protein disulfide isomerase activity; P07237; PDI insulin aggregation turbidity, A650, 90 min; inhibition, % at 10 µM; 0.052% of 350,000 active; AID 588391;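 active means mean inhibition across replicates of 30% or more, whatever share of single replicates reach that level; inconclusive means mean inhibition below 30% while every single replicate reaches 30%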;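 further: absorbance from insulin aggregation driven by PDI reduction with DTT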
Target sequence (P07237 whole entry, looked up): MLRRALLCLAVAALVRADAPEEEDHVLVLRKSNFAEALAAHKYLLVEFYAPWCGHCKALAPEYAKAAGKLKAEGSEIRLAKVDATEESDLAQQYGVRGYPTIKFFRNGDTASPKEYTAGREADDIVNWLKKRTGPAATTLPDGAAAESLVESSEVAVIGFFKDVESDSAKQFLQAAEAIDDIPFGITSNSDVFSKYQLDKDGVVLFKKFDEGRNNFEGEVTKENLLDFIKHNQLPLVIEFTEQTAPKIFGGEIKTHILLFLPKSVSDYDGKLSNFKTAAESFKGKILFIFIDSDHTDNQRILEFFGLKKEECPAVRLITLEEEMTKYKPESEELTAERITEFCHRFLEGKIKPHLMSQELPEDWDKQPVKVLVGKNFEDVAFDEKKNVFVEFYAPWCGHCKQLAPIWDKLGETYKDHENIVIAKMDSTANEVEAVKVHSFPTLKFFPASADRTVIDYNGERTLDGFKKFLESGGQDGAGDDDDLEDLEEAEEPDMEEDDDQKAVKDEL
NR2E3 ag-2 = human photoreceptor-specific nuclear receptor agonism; CHO-S Gal4-NCOR/VP16-NR2E3 two-hybrid, luciferase; inhibition of corepressor binding, % at 3.98 µM; 0.35% of 360,000 active; AID 602229;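 active means inhibition above the mean of all tested compounds plus 3 SD, cut at about 70% in these data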;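 further: 0% = DMSO with NR2E3 transfected cells and 100% = cells lacking NR2E3 construct; higher means lower luciferase signal from less NR2E3 corepressor binding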
MITF TRPM1 inh = MITF TRPM1 promoter inhibition in SK-MEL-5 cells. SK-MEL-5 TRPM1 promoter luciferase, 24 h. inhibition, % at 12.5 µM. 0.83% of 330,000 active;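 active means mean inhibition across replicates of 60% or more, whatever share of single replicates reaches that level; inconclusive means some that reach 60%, reason not given; inactive means mean inhibition across replicates below 60%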; further: values of inactives mirror those of a sister screen read the other way
iPSC survival up = hiPSC single-cell survival enhancement. ATPlite luminescence; 100% = ROCK inhibitor wells, 0% = DMSO. 0.044% of 360,000 active. AID 602274. survival enhancement, % at 20 µM; in the data active means survival enhancement above about 18%;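 further: cells exposed to compounds for 16 hours before the ATP read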
Numbers without * were called inactive; ? = inconclusive; . = no result given. Random draw from the library; overall some 3.5% were active at least once.

Fields – Vif imaging	aDG glyco up	HIF-2a inh	Peg3 prom inh	MITF TRPM1 inh	NR2E3 ag-2	CaV13 ICDI inh	iPSC survival up	NR2E3 ag-1	PDI inh	Exocytosis inh
1. Cc1ccc(NC2CCCN(C(=O)CCC3=NNC(=O)CC3)C2)cc1C (configuration not stated)
→ 6	5.9	-5	16	-5	-20	-6	-0.5	0	19	-1
2. Cc1cccc(OCC(=O)N2CCC(c3ccccc3)C2)c1 (configuration not stated)
→ -9	0.1	-252	-225	-49	-92	-7	3.2	2	0	-4
3. COCCNC(=S)NNC(=O)c1ccco1
→ -5	0.0	4	-7	2	-26	-8	0.0	4	6	0
4. O=C(CSc1nc(C2CC2)nc2c1cnn2-c1ccccc1)Nc1c[nH]c(=O)[nH]c1=O
→ -2	0.1	15	12	1	26	-6	0.7	1	-5	-1
5. COc1ccc(S(=O)(=O)NNC(=O)c2cc3c4ccccc4n(C)c3s2)cc1
→ ?	0.0	9	8	21	-9	-6	-1.0	-1	-6	8
6. CCCCN1C(N)=NC[C@@H]1C(C)O (some centres not stated)
→ .	-0.2	5	7	-4	-4	-11	0.3	0	2	2
7. COc1ccc(NC(=O)C23CC4CC(C2)CC(n2cnc(Br)n2)(C4)C3)c(C)c1
→ 3	0.0	10	-4	4	8	-9	-2.0	-3	-4	0
8. Cc1ccc(NS(=O)(=O)c2cc(NC(=O)c3cc4c(s3)CCCC4)ccc2C)c(C)c1
→ -5	0.7	-15	-3	1	11	-2	4.6	3	3	2
9. N#C/C(=C\c1ccc(N2CCOCC2)o1)C(=O)N1CCOCC1
→ 12	-0.6	-10	-28	-10	-10	-6	-2.9	-5	-4	-7
10. COc1ccc(S(=O)(=O)N2CCC(C(=O)NCC3CCCO3)CC2)cc1 (configuration not stated)
→ 5	0.6	2	-1	-7	0	-4	-0.1	3	-2	-1
11. O=C(CCl)N1c2ccccc2OCC1c1ccccc1 (configuration not stated)
→ -2	0.3	2	47	8	-5	-13	-2.6	-2	-9	-4
12. OC[C@@H]1CN(Cc2cccs2)C[C@H](n2cnc3c(N4CCOCC4)ncnc32)O1
→ 3	-0.2	9	5	.	-6	-5	3.6	.	2	-2
13. CCOC(=O)CC1COCCN1Cc1cn[nH]c1-c1cc(OC)c(OC)c(OC)c1 (configuration not stated)
→ -5	-0.1	1	8	15	8	-4	0.5	1	14	-2
14. COc1ccc(S(=O)(=O)N2CCc3ccccc32)cc1C(=O)OCC(=O)c1c(N)n(C)c(=O)n(C)c1=O
→ -7	-0.1	14	14	6	-3	-7	0.3	-2	5	-1
15. CC(=O)NCCn1c(SCC(=O)NCC2CCCO2)nc2ccccc2c1=O (configuration not stated)
→ 7	-0.1	13	11	5	-9	-6	-1.8	0	-1	0
16. CN(C)CCCNC(=O)c1cc(S(=O)(=O)N2CCOCC2)ccc1F
→ 2	0.0	12	-2	9	-29	.	-3.1	-1	-4	0
17. O=C(CC[C@H]1O[C@@H](n2ccc(=O)[nH]c2=O)[C@H](O)[C@@H]1O)N[C@H](Cc1ccccc1)C(=O)NCC1CCCO1 (some centres not stated)
→ -8	-0.1	4	13	.	9	-3	-2.2	.	.	-4
18. COc1ccc(S(=O)(=O)Nc2cccc3c2O[C@@H](CN(C)CC2CC2)[C@@H](C)CN([C@@H](C)CO)C3=O)cc1
→ 6	0.6	6	-18	-3	-6	-9	-1.2	.	-5	8
19. COC(=O)CCCCCC(CCC(=O)OC)NC(C)=O (configuration not stated)
→ 1	0.1	4	1	0	15	-3	0.0	3	-4	1
20. Cc1ccc(S(=O)(=O)NCC(=O)OCC(=O)Nc2ccc3c(c2)OCCO3)cc1
→ -4	-0.3	-2	-8	-5	-3	-6	-0.5	5	2	0
21. CCCNC(=O)c1cc(Cl)c(NC(=O)C2=C(C)OCCS2)cc1OC
→ -14	0.0	-51	-41	-29	-35	-4	0.0	-1	-1	10
22. Cc1ccc(C(CC(=O)O)Nc2nc(N3CCOCC3)nc(N3CCOCC3)n2)cc1 (configuration not stated)
→ -7	-0.1	7	5	4	3	.	-0.6	-1	4	0
23. CC(=O)NC(c1cccc(F)c1)c1nc(-c2cccc(C(=O)O)c2)cs1 (configuration not stated)
→ -3	-0.1	-75	-160	.	-28	-5	1.7	.	19	1
24. COc1ccccc1-c1nnc(SC(C)C(=O)N2CCOCC2)o1 (configuration not stated)
→ -1	0.5	7	16	16	4	-6	-0.4	4	9	-2
25. COCCC1CCCCN1C(=O)c1ccc(OC)c(OC2CCN(C(C)=O)CC2)c1 (configuration not stated)
→ -6	-0.1	8	10	1	-4	-3	-0.4	-3	7	20
26. CCc1nc2c(OCC(=O)C(C)(C)C)cccn2c1N(C=O)CC(=O)N(C)C
→ 2	0.0	-14	0	.	-11	-11	3.5	.	-11	-3
27. Cc1ccc([N+](=O)[O-])cc1S(=O)(=O)N1CCN(C)CC1
→ 0	-0.1	4	0	0	-19	-8	-0.6	-3	7	-1
28. COc1ccc(C(=O)O)cc1S(=O)(=O)N1CCSCC1
→ -1	-0.1	10	4	18	-38	2	0.9	.	-2	-11
29. COc1ccc(Nc2n[nH]c(C)c2[N+](=O)[O-])cc1
→ -8	-0.2	-171	-184	-76	-74	-4	1.7	0	-1	2
30. Cc1ccc(S(=O)(=O)Nc2ccc3c(c2)c2c(n3S(=O)(=O)c3ccc(C)cc3)CCCC2=O)cc1
→ -8	-0.1	26	23	10	-35	-3	0.6	-3	1	3
31. CC(=O)Nc1cc(S(=O)(=O)Nc2ccc(C)cc2)c(C)cc1C
→ 4	0.0	17	9	0	8	-5	2.2	-1	16	3
32. COc1ccc(OCC(=O)NNC(=O)c2cccc(O)c2)cc1
→ -1	-0.3	12	10	2	1	4	-0.5	-1	5	-2
33. Cc1cc(=O)[nH]c(-n2[nH]c3c(c2=O)CCCC3)n1
→ 6	0.0	9	5	9	-4	-8	-0.2	1	2	0
34. CCOC(=O)N1C(=O)NC(=O)C1c1ccccc1 (configuration not stated)
→ 6	-0.2	9	11	12	-2	-11	3.3	.	20	-1
35. Cc1cc(N2CCN(c3ccccc3)CC2)n2cc(-c3ccccc3)nc2n1
→ -11	2.3	-43	-13	-2	-29	-8	-0.9	-4	-1	4
36. COc1cccc(OC)c1NC(=O)CN1CCC(NC(=O)c2cccc(F)c2)CC1
→ 2	0.0	15	4	3	-7	-1	5.4	2	-5	-2
37. Cc1ccc(Cl)cc1NC(=O)N[C@@H](C)C(=O)O
→ 5	-0.2	0	13	-4	-11	.	-3.9	2	-5	5
38. COc1ccc(CNC(=O)COC(=O)c2c(-c3c(F)cccc3Cl)noc2C)cc1OC
→ 6	0.2	13	12	0	-10	-8	-1.2	8	0	0
39. O=C1CCc2cc(S(=O)(=O)NC(Cc3ccccc3)C(=O)NCCC3=CCCCC3)ccc2N1 (configuration not stated)
→ 3	-0.1	2	5	-2	1	66*	0.4	-4	1	5
40. CC1CCCC(NC(=O)C2CCCN2S(=O)(=O)c2cccc3nsnc23)C1C (configuration not stated)
→ -3	-0.1	8	20	.	-13	-6	-1.2	4	10	-5

The final 2 compounds of the part above come first, to join the parts.
Fields – Vif imaging	aDG glyco up	HIF-2a inh	Peg3 prom inh	MITF TRPM1 inh	NR2E3 ag-2	CaV13 ICDI inh	iPSC survival up	NR2E3 ag-1	PDI inh	Exocytosis inh
39. O=C1CCc2cc(S(=O)(=O)NC(Cc3ccccc3)C(=O)NCCC3=CCCCC3)ccc2N1 (configuration not stated)
→ 3	-0.1	2	5	-2	1	66*	0.4	-4	1	5
40. CC1CCCC(NC(=O)C2CCCN2S(=O)(=O)c2cccc3nsnc23)C1C (configuration not stated)
→ -3	-0.1	8	20	.	-13	-6	-1.2	4	10	-5
41. CCC/C(=C1/c2ccccc2C(=O)N1c1ccccc1)c1ccc2[nH]ccc2c1
→ -12	0.0	0	36	30	-46	-6	0.7	.	1	6
42. O=c1[nH]c2ccc(Cl)cc2[nH]1
→ 1	0.0	14	26	4	8	-5	-1.3	.	-6	18
43. NC(=O)[C@H]1CC2(CC(c3cccc(NC(=O)COc4ccc(Cl)cc4)c3)=NO2)CN1C(=O)c1ccccc1C(=O)c1ccccc1 (some centres not stated)
→ 2	0.1	-13	19	16	2	-10	-0.4	3	0	13
44. CCCCOc1ccc(C(=O)Nc2ccc(N3CCN(C(=O)C(C)C)CC3)cc2)cc1
→ -18	1.2	13	0	41	9	-6	-2.7	1	-6	-1
45. CS(=O)(=O)N(Cc1ccc(C(=O)NCCSc2ccccn2)cc1)c1ccccc1
→ 6	0.4	-4	17	9	-30	-8	0.2	-3	-2	-3
46. O=C(NCCCn1ccnc1)c1cccc(S(=O)(=O)N2CCCCCC2)c1
→ -16	0.3	9	10	20	0	-5	-2.3	-3	17	-3
47. OC[C@H]1O[C@@H](c2nc3ccc(-c4nc(-c5cccs5)no4)cc3[nH]2)C[C@@H]1O
→ -4	-0.2	-278	-250	.	-114	-8	-0.5	.	-1	2
48. O=C(c1cc(-c2cccc(Cl)c2)on1)N1CCCCCC1
→ -10	-0.2	-243	-343	-107	-90	-3	0.5	1	-1	-7
49. Cc1ccc(NC(=O)C(=O)NCCN2CCN(S(=O)(=O)c3ccccc3)CC2)cc1C
→ 3	0.5	6	21	-18	-6	-2	-0.8	-2	4	-4
50. Cc1ccc(N(Cc2ccc(C(=O)NN=C3CCN(C)CC3)cc2)S(C)(=O)=O)cc1C
→ 64*	-0.2	8	7	-7	14	-4	-1.5	1	-11	8
51. N#Cc1ccc2[nH]cc(CCO)c2c1
→ 0	-0.2	-11	-23	-5	-13	-7	-0.9	2	-23	16
52. CCCOC(=O)c1c(-c2ccccc2)nc(CC)c(C(=O)SCC)c1CCC
→ -5	0.0	7	17	3	-11	-5	-2.7	-1	-1	6
53. CNC(=S)N(CCc1c(C)[nH]c2ccc(F)cc12)Cc1ccco1
→ 3	0.2	6	17	8	-8	-9	0.2	1	1	-3
54. CCOC(=O)N1CCN(C(=O)CS(=O)Cc2nc(-c3ccc(OC)c(OC)c3)oc2C)CC1 (configuration not stated)
→ -11	-0.2	6	5	0	-7	-13	-0.5	0	0	-1
55. C[C@H](CO)N1C[C@H](C)[C@@H](CN(C)S(=O)(=O)c2ccc(Cl)cc2)Oc2ccc(NS(=O)(=O)c3ccccc3)cc2CC1=O
→ -5	-0.5	-10	-8	0	12	-5	-1.5	.	2	0
56. CCCCOC(=O)c1[nH]c(C)c(C(=O)OC)c1C
→ -5	0.1	-353	-262	-77	-75	-6	-0.3	3	-3	0
57. CCOc1ccc(S(=O)(=O)NCC2CCCO2)c2cccnc12 (configuration not stated)
→ .	-0.2	10	-1	0	-25	.	4.2	3	-4	-1
58. NCc1oc(-c2ccccc2)cc1C(=O)O
→ 16	0.0	0	-20	-4	-16	-7	1.1	-3	27	1
59. O=C(NCC(c1cccs1)N1CCOCC1)c1cccc([N+](=O)[O-])c1 (configuration not stated)
→ 3	0.0	13	11	0	4	-7	-0.5	-3	-25	-2
60. Cc1cc(OC(=O)c2cccs2)ccc1C(C)C
→ 10	-0.1	5	-34	-5	-16	-1	1.1	3	0	3
